# p53ts 32C tox – cytotoxicity in p53ts cells at permissive temperature; H1299-p53A138V at 32C, ATP luminescence viability, 24 h; Potency, µM (highest dose often 46.1 µM), without a hit: at the top dose activity change, negative = cytotoxicity, most hits filed as cytotoxic; 0.93% of 130,000 active;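 further: 0% = DMSO and -100% = full killing by reference compound; nearly all actives have a fitted effect of over 55% in size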
#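 ATP-content luminescence (ATPlite) read-out after 24 h compound exposure at 32C in H1299-p53A138V cells (600/well). Tested up to 46 uM. Normalized to DMSO (0%) and 100 uM tamoxifen (100% killing); Hill-fit AC50.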
# IkB signaling – inhibitors of IkB signaling in ABC-DLBCL cells; ABC-DLBCL IkBa-CBG/CBR dual luciferase ratio, 4 h; response scale: scaled: untreated 0%, proteasome inhibitor 100%; Potency, µM (series often up to 57.1 µM), inactives show at the top dose IkBa stabilization activation; 0.04% of 110,000 active; AID 445; active means well fitted curve in the direction sought with a large enough effect in the signal ratio, not every such curve was filed as active; inconclusive means small, poorly fitted or top-dose-only effect, or a change in a side signal; the % refers to the signal ratio;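 further: the direction sought is a rising ratio; 0% = basal untreated cells and 100% = reference inhibitor full response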
#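 In this assay, an IκBα–CBG68 fusion accumulates when IKK-driven degradation is blocked; native CBR normalizes for cell number. OCI-Ly3 cells were treated 4 h with compound and doxycycline, then green and red light read after Chroma-Glo addition.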
# Imprint erasure – inducers of genomic imprint erasure in mouse ES cells; Potency, µM (top dose mostly 60.7 µM), for inactives: at the highest dose activity change, positive = activation, hits mostly activators; AID 1948; mouse ES Peg3-LacZ reporter, beta-gal luminescence, 40 h; 0.02% of 110,000 active;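 further: 0% = negative control wells on the plate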
#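 Imprint erasure is scored as LacZ activity from the silenced maternal Peg3 allele in feeder-free female ES cells cultured 40 h with LIF. Luminescence is normalized to in-plate negative controls and fitted to the Hill equation.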
# p53ts 39C tox – p53ts cell cytotoxicity, nonpermissive temperature; Potency, µM (doses to about 46.1 µM), for inactives: at the highest dose activity change, negative = cell killing, hits mostly cytotoxic; H1299-p53A138V viability at 39C, ATP luminescence, 24 h; AID 902; 1.5% of 130,000 active; further: nearly all actives have a fitted effect of over 55% in size
# An asterisk follows results filed as active; ? = inconclusive; · = not tested or not shown; & = joins results of further samples; [ ] = another dose, or the depositor's remark. Unless noted, the call rests on the fitted dose curve; in most records, active means well fitted curve in the direction sought with a large enough effect; inconclusive means small, poorly fitted or top-dose-only effect, or another doubt; inactive means no such curve, though single readings can be large; an effect the other way counts as inactive or inconclusive. Unless noted, on the % scale 0 is the no-effect control and ±100 the full control effect; potency means the concentration at half of the fitted maximal effect.
# Values run as follows: p53ts 32C tox, IkB signaling, Imprint erasure, p53ts 39C tox
> Cc1nn(C(=O)c2ccccc2)c(C)c1Sc1ccc(Cl)cc1
→ 37.5%[activator], ?, -9.5%[10.9 µM], 23.5%
> Cc1ccccc1CN1C(=O)c2ccccc2Sc2ccc(C(=O)OCc3ccco3)cc21
→ 3.9%, 0.8%, -16.8%[10.9 µM], -11.1%
> COC(=O)c1ccc(C2c3c(oc4ccccc4c3=O)C(=O)N2c2nc(C)c(C(=O)OC)s2)cc1 (stereo not drawn)
→ 3.4%, 0.6%, -4.7%[10.9 µM], 16.3%
> CCCOc1ccc(C(=O)Nc2cccc(NC(=O)c3cccc(Cl)c3)c2)cc1
→ -15.6%, 13.9%, -12.2%[10.9 µM], ?
> CCc1ccccc1NC(=O)c1cnccn1
→ 7.5%, 1.5%, -4.7%, 3.7%
> CCCn1c(SCC(=O)Nc2nnc(-c3ccccc3)s2)nnc1-c1ccccn1
→ 1.4%, 3.4%, -0.8%, -23.3%
> Cc1nc2scc(C)n2c(=O)c1S(=O)(=O)NCc1ccccc1Cl
→ 11.1%, 2.3%, 8.0%[10.9 µM], 8.5%
> CC1=CC=CC2=NC(=O)CC(C)(C(=O)N(CC(=O)NC(C)C)C3CCCC3)N12 (stereo not drawn)
→ 3.8%, -0.1%, -4.8%, -10.8%
> COc1ccccc1CNC(=O)C1CCN(c2nc3ccccc3o2)CC1
→ -1.0%, 5.0%, -7.5%, -5.6%
> O=C(NC1CCN(C(=O)NC2CCCCC2)CC1)c1ccco1
→ 6.3%, -1.1%, 0.9%, -2.6%
> CCCCc1c(C)nc2ccccc2c1SCCC#N
→ -2.6%, ·, ·, -1.6%
> COc1ccc(C2Sc3nncn3N2Cc2ccc(C#N)cc2)cc1 (stereo not drawn)
→ 1.8%, ?, -1.6%, -2.0%
> CN(C)c1ccc(P(=O)(OC2CCCCC2)C(O)c2cccnc2)cc1 (stereo not drawn)
→ -12.3%, -0.4%, -4.4%, -5.1%
> CCOc1ccc(CNC(=O)c2cc3c(s2)-c2ccccc2OC3)cc1
→ -7.4%, 2.8%, 15.6%[10.9 µM], -4.3%
> COc1ccc(NC(=O)CN(C)S(=O)(=O)c2ccc(C(=O)N3CCOCC3)s2)cc1
→ 4.1%, 0.2%, -8.1%[10.9 µM], 1.8%
> CCOC(=O)c1c(C)n(C)c2ccc(OCC(O)Cn3nc(C)c(Br)c3C)cc12 (stereo not drawn)
→ ?, ?, -10.1%, 1.7%
> COc1cccc(N2CCN(CC(=O)NCc3cccs3)CC2)c1
→ 2.4%, 0.7%, -11.2%, -2.0%
> Cn1c2c(c3ccccc31)CCSC2=O
→ 0.5%, -1.0%, ?, 5.8%
> COC(=O)c1c(C)oc2cc(Br)c(OCC(=O)C(C)(C)C)cc12
→ 15.4%, -2.1%, -10.7%, 10.9%
> O=C(CN1C(=O)c2ccccc2C1=O)N1CCCCC1
→ -1.7%, 0.8%, 24.8%, -7.9%

# A few values from the list:
# p53ts 39C tox result of COC(=O)c1c(C)oc2cc(Br)c(OCC(=O)C(C)(C)C)cc12 : 10.9%
# p53ts 39C tox result of CCCCc1c(C)nc2ccccc2c1SCCC#N : -1.6%

# (more compounds)
# Values run as follows: p53ts 32C tox, IkB signaling, Imprint erasure, p53ts 39C tox
> O=C(O)CNC(=O)c1ccc(CO)o1
→ 5.6%[1.84 µM], 0.0%, -2.9%, -0.3%
> CCOc1ccc(CCNC(=O)Cc2nn[nH]n2)cc1OCC
→ 7.9%, 1.1%, -1.9%, 2.1%
> CCCNC(=O)C1CC(=O)N(c2ccc(OCC(=O)Nc3cccc(C)c3C)cc2)C1 (stereo not drawn)
→ -9.5%, -0.3%, -5.0%, -3.5%
> CCOC(=O)Cn1c(C)cc(=O)c2cccc(C)c21
→ -4.3%, -2.2%, -2.6%, -3.5%
> CCOc1cc(S(=O)(=O)n2cc(-c3ccc(F)cc3)c(N)n2)cc(OCC)c1OCC
→ 7.1%, ?, -11.9%, 28.4%
> O=S(=O)(c1cccc2c(Cl)cccc12)N1CCCNCC1
→ -3.5%&-23.0%, ?, -16.4%&-16.4%, 15.8µM*
> O=C(Cn1c(=O)n(-c2ccc(F)cc2)c(=O)c2sc3ccccc3c21)NC1CCCCC1
→ 11.0%, ?, -6.4%[10.9 µM], -8.2%
> CCOC(=O)c1sc(NC(=O)CSc2nnc(C(C)C)n2CC)nc1C
→ 0.7%, -2.6%, -13.9%, -2.5%
> O=c1c2c3nc4ccccc4nc3n(Cc3ccccc3)c2ncn1Cc1ccco1
→ 4.5%, ?, -35.6%[inhibitor], 62.7%[activator]
> CCOC(=O)N1CCN(S(=O)(=O)c2ccc3c(c2)CCN3C(=O)CC)CC1
→ -4.2%, -0.9%, -3.7%, -9.1%
> CCn1cc(C(=O)NCc2cccs2)c(=O)c2cc(S(=O)(=O)N3CCOCC3)ccc21
→ 3.7%, 3.1%, -3.8%, 4.0%
> CCOC(=O)c1c(C)[nH]c(C)c1S(=O)(=O)N1CCC(C(=O)N2CCN(c3ccccc3)CC2)CC1
→ -9.0%, -1.1%, -10.5%[10.9 µM], ?
> CCOC(=O)CN1C(=O)C(O)=C(C(C)=O)C1c1ccc(F)cc1 (stereo not drawn)
→ 9.0%, 0.4%, -4.6%, 0.5%
> CCn1c(SCC(N)=O)nnc1-c1ccc(OC)c(OC)c1
→ -5.7%, -0.1%, 2.8%, 5.5%
> CN(Cc1ccccc1)C(=O)CSc1nc2ccsc2c(=O)n1-c1ccc(F)cc1
→ 24.1%, 0.1%, -14.4%[10.9 µM], -6.9%
> CCOC(=O)Cn1c(CN2CC(C)OC(C)C2)nc2c1c(=O)n(C)c(=O)n2C (stereo not drawn)
→ 31.2%[activator], 6.8%, -0.9%, 13.0%
> CCOCCn1ccc2c(OCC(=O)Nc3cccc([N+](=O)[O-])c3)cccc2c1=O
→ 6.6%, -3.1%, -12.0%[10.9 µM], -10.0%
> Cc1ccc(-n2ncc(C(=O)NC3CCN(Cc4ccccc4)CC3)c2C2CCN(C(=O)OC(C)(C)C)CC2)cc1C
→ 13.7%, ?, 1.8%[10.9 µM], 15.2%
> N#Cc1c(-c2ccco2)nc(SCC(=O)Nc2cccc(Cl)c2)[nH]c1=O
→ 23.5%, ?, -7.1%, 13.5%
> CC1CCN(S(=O)(=O)N2CCC(C(=O)N3CCC(N(C)CC4CCCO4)CC3)CC2)CC1 (stereo not drawn)
→ -1.6%, 2.4%, -15.1%, 4.5%

# Filtered by structure, the entries above with a furan ring, fused or not
# Values run as follows: p53ts 32C tox, IkB signaling, Imprint erasure, p53ts 39C tox
> Cc1ccccc1CN1C(=O)c2ccccc2Sc2ccc(C(=O)OCc3ccco3)cc21
→ 3.9%, 0.8%, -16.8%[10.9 µM], -11.1%
> O=C(NC1CCN(C(=O)NC2CCCCC2)CC1)c1ccco1
→ 6.3%, -1.1%, 0.9%, -2.6%
> COC(=O)c1c(C)oc2cc(Br)c(OCC(=O)C(C)(C)C)cc12
→ 15.4%, -2.1%, -10.7%, 10.9%
> O=C(O)CNC(=O)c1ccc(CO)o1
→ 5.6%[1.84 µM], 0.0%, -2.9%, -0.3%
> O=c1c2c3nc4ccccc4nc3n(Cc3ccccc3)c2ncn1Cc1ccco1
→ 4.5%, ?, -35.6%[inhibitor], 62.7%[activator]
> N#Cc1c(-c2ccco2)nc(SCC(=O)Nc2cccc(Cl)c2)[nH]c1=O
→ 23.5%, ?, -7.1%, 13.5%

# New compounds follow.
# Values run as follows: p53ts 32C tox, IkB signaling, Imprint erasure, p53ts 39C tox
> N#Cc1cc(-c2ccccc2)nn1-c1ccccc1
→ 5.2%, -4.6%, 1.6%, 9.6%
> Cc1oc(-c2ccc(Cl)cc2)nc1CSCC(=O)NCc1ccccc1Cl
→ -2.0%, ?, -7.2%[10.9 µM], -11.5%
> CC(=O)C1=C(O)C=C2Oc3c(C(C)=O)c(O)c(C)c(O)c3[C@]2(C)C1=O
→ 14.0%, 0.8%[11.4 µM], 3.8%, -8.0%
> COC(=O)COc1ccc(S(=O)(=O)Nc2cc(OC)ccc2OC)cc1
→ -0.8%, 5.9%, 1.2%, 5.1%
> O=C(O)Cn1ccnc1
→ 1.6%, -1.8%, 4.5%, -13.0%
> CCC(=O)N1CCc2cc(S(=O)(=O)NC(C(=O)Nc3cccc(C)n3)C(C)C)ccc21 (stereo not drawn)
→ -7.2%, 0.8%, -6.1%, 7.2%
> CCOc1ccc(-c2nnc(SCC(=O)N3CCN(c4ccccc4)CC3)o2)cc1
→ 7.9%, 1.5%, -9.9%, 9.5%
> O=C(CN1C(=O)c2ccccc2S1(=O)=O)N1CCN(c2ccccc2)CC1
→ -3.1%, 2.3%, 0.5%, -1.7%
> O=C(c1ccccc1/S(=N/S(=O)(=O)c1ccccc1)N1CCOCC1)N1CCOCC1 (stereo not drawn)
→ -5.4%, 0.6%, -5.7%, 2.8%
> Cc1cc(C(=O)Cn2nnc3ccccc3c2=O)c(C)n1-c1c(C)n(C)n(-c2ccccc2)c1=O
→ 1.1%, -0.2%, -4.9%, -2.0%
> CC(C)(C)C1CCc2onc(C(=O)Nc3sc4c(c3C#N)CCCC4)c2C1 (stereo not drawn)
→ 7.4%, ?, 27.6%[10.9 µM], 18.0%
> COC(=O)CNC(=O)c1ccc(=O)oc1
→ 2.6%, -1.7%, -8.3%, 15.2%
> COc1ccc(NC(=O)Cn2c(=O)oc3cc(S(=O)(=O)NCc4ccccc4)ccc32)c(OC)c1
→ 13.3%, -1.1%, -23.6%[10.9 µM], -15.7%
> COc1ccc(NC(=O)CSc2nnc(-c3ccccn3)n2N)c(OC)c1
→ 3.1%, 1.1%, -5.1%, 3.6%
> CCCc1cc(=O)oc2c3c(ccc12)OCN(Cc1ccc(OC)cc1)C3
→ -10.1%, -1.7%, -15.6%[10.9 µM], 13.6%
> COCCCNC(=O)C1CCN(S(=O)(=O)N(CC(C)C)CC(C)C)CC1
→ 7.4%, -0.1%, 19.9%, -2.2%
> COc1ccccc1C(=O)Nc1ccc2nc(SCCOc3ccccc3C)sc2c1
→ 0.2%, ?, -12.4%[10.9 µM], -20.6%
> COc1ccccc1NC(=O)CSc1nnc(-c2cccc(Cl)c2)o1
→ -7.2%, ?, -26.5%[10.9 µM], ?
> CC1Cc2ccccc2N1C(=O)C1CCCN1S(=O)(=O)c1ccc(Cl)cc1 (stereo not drawn)
→ -8.6%, -0.1%, -0.5%, -14.4%
> Cn1nc(C(C)(C)C)cc1C(=O)NCc1ccc(N2CCCC2=O)cc1
→ -7.6%, 9.5%, -11.6%, -0.8%
> N#Cc1cn(CC(=O)NCc2cccnc2)c2ccccc12
→ 2.4%, -0.4%, -8.2%, 1.0%
> Cc1ccccc1NC(=O)Nc1ccc2nc(N3CCN(C)CC3)cc(C)c2c1
→ -14.3%, ?, 7.6%[10.9 µM], -0.3%
> COCCNc1nnc(SCC(=O)c2ccc3c(c2)OCO3)s1
→ 4.2%, 0.6%, -9.4%, -4.4%
> Cc1ccc(NC(=O)Cn2nnc(C(=O)NCc3ccccc3)c2N)cc1C
→ 5.0%, 0.3%, ?, 3.1%
> Cc1ccc(NC(=O)c2oc3ccccc3c2NC(=O)Cc2cccs2)cc1
→ -8.6%, 0.2%, -6.7%[10.9 µM], -5.0%
> COc1ccccc1-c1cc2nc(C)c(CCC(=O)NC3CCCCC3)c(C)n2n1
→ -2.9%, ?, 6.7%[10.9 µM], -25.3%
> CC(=O)NC1CC(C)(C)N(OC(C)=O)C(C)(C)C1
→ -6.7%, -1.0%, 3.4%, 7.9%

# Bioassay records deposited in PubChem BioAssay by National Center for Advancing Translational Sciences (NCATS).
